# Tb PYK inh: qHTS of Trypanosoma Brucei Inhibitors; TbPYK enzyme, Kinase-Glo Plus ATP luminescence, 45 min; pyruvate kinase (Trypanosoma brucei), Q57TT1; hit rate 0.12% among 410,000; Potency, µM (titrated, usually from 76.8 µM), for the others: at the highest dose activity, negative = inhibition, hits mostly inhibitors; further: potency means the concentration at half of the fitted maximal effect; nearly all actives have a fitted effect of over 50% in size
#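 TbPYK + substrate in 50 mM TEA pH 7.2, 100 mM KCl, 10 mM MgCl2, 0.05% BSA, 0.01% Tween-20; cpd pinned; ADP 130 uM final; 45 min RT; Kinase-Glo Plus 10 min; luminescence endpoint.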
# AmpC inh detg: qHTS Inhibitors of AmpC Beta-Lactamase (assay with detergent); P00811; AmpC hydrolysis of nitrocefin, absorbance 480 nm, 0.01% Triton; Potency, µM (highest dose often 114 µM), without a hit: at the highest dose activity change, negative = inhibition, usual class: inhibitors; hit rate 0.041% among 370,000; AID 485294, 2010;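 further: potency means the concentration at half of the fitted maximal effect; 0% = no-compound wells and -100% = no-enzyme wells; nearly all actives have a fitted effect of over 25% in size; some results filed as inactive show a strong effect at the top dose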
# Target sequence (P00811 whole entry, looked up): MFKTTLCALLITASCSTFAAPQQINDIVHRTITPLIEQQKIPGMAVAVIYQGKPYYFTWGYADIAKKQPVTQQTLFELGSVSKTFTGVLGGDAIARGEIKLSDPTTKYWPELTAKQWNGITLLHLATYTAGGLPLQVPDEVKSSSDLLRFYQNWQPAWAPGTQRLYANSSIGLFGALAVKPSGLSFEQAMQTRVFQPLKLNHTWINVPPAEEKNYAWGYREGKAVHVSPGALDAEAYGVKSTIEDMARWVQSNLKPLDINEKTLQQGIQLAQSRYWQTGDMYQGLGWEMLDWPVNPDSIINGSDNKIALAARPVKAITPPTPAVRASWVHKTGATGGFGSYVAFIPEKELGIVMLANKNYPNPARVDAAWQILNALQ
#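 AmpC (5.3 nM in the dispensed reagent) in 20 mM phosphate pH 7.0 with 0.01% (detergent screen) or 0.0001% Triton X-100 was preincubated with compounds for 15 min at room temperature. Nitrocefin was then added from an 800 uM solution, and hydrolysis was followed at 480 nm.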
# AMA1 RON2 block: qHTS for Inhibitors of AMA1-RON; Towards Development of Antimalarial Drug Lead: Primary Screen; AlphaScreen AMA1-biotinylated RON2 peptide binding; AID 720542, 2013; hit rate 0.2% among 360,000; Potency, µM (series often up to 58.2 µM), without a hit: at the highest dose activity change, negative = inhibition, actives largely listed as inhibitors;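 further: potency means the concentration at half of the fitted maximal effect; 0% = vehicle wells and -100% = peptide control; nearly all actives have a fitted effect of over 45% in size; some results filed as inactive show a strong effect at the top dose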
#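 AMA1 (3D7) with his tag at 25 nM final met compounds first, then biotinylated RON2 peptide at 25 nM; detection used donor plus acceptor beads, 10 µg/mL apiece, read by AlphaScreen after 30 min at room temperature.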
# Sm TGR inh: qHTS Assay for the Inhibitors of Schistosoma Mansoni Peroxiredoxins; Schistosoma mansoni thioredoxin glutathione reductase (TGR), Q962Y6; purified TGR, DTNB reduction, TNB absorbance 405 nm; Potency, µM (highest dose often 114 µM), inactives show at the top dose activity change, negative = inhibition, actives largely listed as inhibitors; hit rate 3% among 360,000; further: potency means the concentration at half of the fitted maximal effect; nearly all actives have a fitted effect of over 60% in size
#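 Kinetic colorimetric format: TGR-catalysed, NADPH-driven DTNB reduction monitored via TNB absorbance. Enzyme dispensed at 20 nM; compound exposure 15 min at room temperature before reaction start.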
# LmPK inhibitor: qHTS Assay for Inhibitors of Leishmania Mexicana Pyruvate Kinase (LmPK); hit rate 0.37% among 290,000; purified LmPK, Kinase-Glo ATP luminescence, 1 h; Q27686; Potency, µM (highest dose often 57.5 µM), for inactives: at the top dose activity change, negative = inhibition, most hits filed as inhibitors; further: potency means the concentration at half of the fitted maximal effect
# Target sequence (Q27686 whole entry, looked up): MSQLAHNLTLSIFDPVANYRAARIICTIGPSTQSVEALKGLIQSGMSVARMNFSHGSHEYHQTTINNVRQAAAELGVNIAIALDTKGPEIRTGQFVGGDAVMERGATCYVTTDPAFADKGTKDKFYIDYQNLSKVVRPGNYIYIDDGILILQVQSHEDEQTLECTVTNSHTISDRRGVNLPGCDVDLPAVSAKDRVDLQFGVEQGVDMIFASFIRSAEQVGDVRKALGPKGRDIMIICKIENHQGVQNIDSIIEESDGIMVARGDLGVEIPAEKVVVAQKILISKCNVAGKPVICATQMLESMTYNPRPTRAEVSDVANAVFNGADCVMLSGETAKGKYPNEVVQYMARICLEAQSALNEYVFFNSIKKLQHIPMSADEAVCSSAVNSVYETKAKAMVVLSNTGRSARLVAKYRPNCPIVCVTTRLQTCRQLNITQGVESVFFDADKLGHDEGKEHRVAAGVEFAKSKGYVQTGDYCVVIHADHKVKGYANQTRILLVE
#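 Kinase-Glo luminescence read after 1 h RT reaction of 0.1 nM LmPK with 0.5 mM PEP and 0.1 mM ADP. Activity scaled between uninhibited and enzyme-free controls.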
# HCMV antiviral: qHTS Assay for inhibitors of the human cytomegalovirus (HCMV); HFF cells, HCMV-luciferase reporter, 72 h; active compounds read low; activity change, negative = inhibition, % at 57.5 µM; hit rate 4.5% among 410,000; in the data active means activity change below about -60%; inconclusive means no clear call, values can overlap the other calls; inactive means above about -39%
#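 Inhibition of viral replication was scored as loss of reporter luminescence in HFFs infected with HCMV-luciferase (MOI 1 PFU/cell) for 72 h; compounds tested at 2 doses, normalized to buffer and Salinomycin controls.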
# AmpC no deterg: qHTS Inhibitors of AmpC Beta-Lactamase (assay without detergent). P00811. AmpC nitrocefin hydrolysis, absorbance 480 nm, 0.0001% Triton. Potency, µM (highest dose often 57.1 µM), without a hit: at the highest dose activity change, negative = inhibition, hits mostly inhibitors. hit rate 0.52% among 330,000. AID 485341, 2010;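 further: potency means the concentration at half of the fitted maximal effect; plate controls were no compound for no effect and no enzyme for full effect; nearly all actives have a fitted effect of over 20% in size; some results filed as inactive show a strong effect at the top dose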
#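 20 mM phosphate pH 7.0 + 0.01% (detergent screen) or 0.0001% Triton X-100; 5.3 nM AmpC reagent; cpd preinc 15 min RT; nitrocefin (800 uM stock) to start; A480 q20 s × 4 min; Activity was normalised to no-enzyme and no-compound control wells.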
# * = called active by the depositor; ? = inconclusive; . = not tested or not shown; [ ] = remark or other dose. Unless noted, the call rests on the fitted dose curve; in most records, active means well fitted curve in the direction sought with a large enough effect; inconclusive means small, poorly fitted or top-dose-only effect, or another doubt; inactive means no such curve, though single readings can be large; an effect the other way counts as inactive or inconclusive. Unless noted, on the % scale 0 is the no-effect control and ±100 the full control effect. The order is random; overall some 7.4% were active at least once.
SMILES,Tb PYK inh,AmpC inh detg,AMA1 RON2 block,Sm TGR inh,LmPK inhibitor,HCMV antiviral,AmpC no deterg
Cc1ccc(NC(=O)C(=O)C2C(=O)Nc3ccccc32)cc1 (stereo not drawn),-4%,6%,99%[activator],1%,-7%,-2,-9%
C=CCN1C(=O)/C(=C2/Sc3ccc(OC)cc3N2CC)SC1=S,-1%,?,10%,1%,4%,32,-18%
COc1ccc(N2CC(O)=C(c3nc(-c4ccc(Br)cc4)cs3)C2=N)cc1,0%,10%,2%,-1%,5%,-67*,-18%
COc1ccc(-c2[nH]ncc2CN(C)Cc2nonc2C)c(OC)c1,3%,8%,16%,4%,9%,20,-2%
COC(=O)c1sc2nc(-c3ccco3)ccc2c1N,?,?,-13%,2.8µM*,-22%,167,-32%
CN(/N=C/C=C/c1ccccc1)c1cc(=O)n(C)c(=O)[nH]1,-2%,-10%,8%,-14%,-5%,87,-9%
CC=C(C)C(=O)OC1CCN2CC=C(COC(=O)C(O)(C(C)OC)C(C)(C)O)C12 (stereo not drawn),-8%,.,6%,.,.,-28,.
O=C(Nc1ccc(Cl)cc1)C1C2CCC3C(CCC21)C3(Cl)Cl (stereo not drawn),1%,-8%,9%,0%,0%,-33,-49%
CCOc1ccccc1CN1C(=O)NC(C)(c2ccccc2)C1=O (stereo not drawn),4%,6%,3%,7%,10%,-9,0%
Cc1cc(C)cc(NC(=O)COC(=O)COc2cccc3c2OC(C)(C)C3)c1,-3%,?,-2%,3%,.,-11,35µM*
Cc1cc(C)cc(NC(=O)C(=O)NCC(c2cccnc2)N2CCOCC2)c1 (stereo not drawn),4%,0%,.,-12%,.,2,.
c1ccc(-c2nnc(NC3=NCCC3)o2)cc1,-11%,-5%,79%[activator],.,20µM*,23,-12%
Cc1cc(Cl)ccc1OC(C)C(=O)NCCCCc1ccccc1 (stereo not drawn),7%,-13%,51%[activator],1%,-1%,6,47%
CCCCCn1c(CCC(=O)Oc2ccccc2OC)nc2c1c(=O)[nH]c(=O)n2CCCC,0%,-15%,-5%,10%,12%,8,-9%
CS(=O)(=O)N1CCC(C(=O)NCc2ccc(F)cc2Cl)CC1,0%,1%,31%[activator],3%,-2%,16,-9%
O=C(O)c1ccccc1NS(=O)(=O)c1cccc(N=Nc2c(O)[nH]c(=S)[nH]c2=O)c1,-7%,?,10%,-6%,.,6,-14%
COc1cc(NC(=O)c2ccco2)c(C(=O)OCC(=O)c2c[nH]c3ccccc23)cc1OC,-9%,-1%,-3%,5%,1%,?,-6%
CCN1CCN(C(=O)c2cc3cc4ccc(OC)cc4nc3s2)CC1,-3%,2%,10%,11%,3%,8,91%[activator]
CCCCn1c(=O)c2oc3ccccc3c2n(CC(=O)Nc2ccccc2OC)c1=O,6%,2%,.,10%,.,17,.
CC1(C(=O)NCc2ccc3c(c2)OCO3)CCN1C(=O)CC1CCCC1 (stereo not drawn),-5%,.,8%,.,.,-26,.
O=C(COc1cccc(Cl)c1)N/N=C\c1cc2ccccc2nc1Cl,0%,?,-6%,7%,-2%,91,-13%
CCOC(=O)C1(Cc2cccc(OC)c2)CCN(Cc2ccon2)CC1,-9%,2%,-7%,-1%,5%,15,7%
Cc1c(-n2cc(C(=O)c3cc(Cl)ccc3O)cc(C#N)c2=O)c(=O)n(-c2ccccc2)n1C,-6%,-2%,0%,-2%,1%,27,-40%
S=C(NC1CC1)NC1CCCc2ccccc21 (stereo not drawn),-5%,7%,-21%,6%,-1%,-62*,-24%
CC(=O)N1CCN(C(=O)c2ccc(Cl)c(S(=O)(=O)N3CCCC3)c2)CC1,2%,.,18%,.,.,17,-11%

# Reformatted: results already given
structure | Tb PYK inh | AmpC inh detg | AMA1 RON2 block | Sm TGR inh | LmPK inhibitor | HCMV antiviral | AmpC no deterg
CC1(C(=O)NCc2ccc3c(c2)OCO3)CCN1C(=O)CC1CCCC1 (stereo not drawn) | -5% | . | 8% | . | . | -26 | .
CS(=O)(=O)N1CCC(C(=O)NCc2ccc(F)cc2Cl)CC1 | 0% | 1% | 31%[activator] | 3% | -2% | 16 | -9%

# The list continues:
SMILES,Tb PYK inh,AmpC inh detg,AMA1 RON2 block,Sm TGR inh,LmPK inhibitor,HCMV antiviral,AmpC no deterg
Cc1cn2c(=O)cc(COC(=O)COc3ccc(F)cc3)nc2s1,1%,-1%,.,-5%,.,-5,.
O=C(NCC(=O)N1CCN(c2ncccn2)CC1)c1ccccc1F,-1%,.,-7%,.,.,22,-16%
Cc1nn(-c2ccccn2)c2nc(-c3cccs3)cc(C(=O)NCc3ccco3)c12,-4%,-8%,55%[activator],-25%,4%,-37,70%[activator]
Cc1cc(Cl)ccc1OCC(=O)NNC(=O)C1CSC2(C)CCC(=O)N12 (stereo not drawn),-7%,-22%,140%[activator],8%,.,3,-14%
COc1ccc(Cc2nnc(N/N=C/c3ccc(O)cc3O)[nH]c2=O)cc1OC,-1%,5%,-29%,8%,1%,10,-13%
CC(C)Oc1ccc(OCCNC2CCCC2)cc1,-5%,-5%,-17%,-27%,-4%,11,-14%
CCOc1ccc(CNC(=O)c2ccc(-c3nc(CS(=O)(=O)c4ccccc4)c(C)o3)cc2)cc1,-6%,23%,.,-23%,.,-34,.
CCOC(=O)C1=CCN(S(=O)(=O)c2ccc(Cl)cc2)C1c1ccc(C)cc1 (stereo not drawn),2%,.,12%,.,.,-33,.
COc1ccccc1N1CCN(S(=O)(=O)c2ccc3c(c2)CC(C)N3C(C)=O)CC1 (stereo not drawn),1%,2%,0%,10%,11%,?,140%[activator]
COc1cc(C(=O)Nc2ccc(S(=O)(=O)N3CCOCC3)cc2)c([N+](=O)[O-])cc1OC,-3%,6%,-2%,0%,-7%,-26,-3%
c1ccc(-c2nnsc2Sc2ccccn2)cc1,-1%,9%,41%[activator],-8%,12%,-30,-30%
CSc1ccc(S(=O)(=O)N2CCN(Cc3ccc4c(c3)OCO4)CC2)cc1,-6%,-10%,-17%,-2%,4%,2,-21%
Cn1c(SCc2ccc(Br)cc2)nnc1-c1ccccn1,-5%,1%,1%,-1%,-6%,-31,3%
O=C/C(=C\Nc1ccc(Cl)cn1)c1nc2cc(Cl)ccc2o1,-5%,-4%,15%,-2%,0%,-14,.
COc1cccc(/C=N/NC(=O)C(=O)N2CCCCCC2)c1OC,4%,0%,-4%,0%,-11%,8,-13%
O=c1[nH]c(-c2ccc(Cl)cc2)nc2c1cnn2-c1ccccc1,.,2%,.,1%,-4%,.,-2%
CCN(CC(=O)NCc1ccc(Cl)cc1)C(=O)CCOc1ccc(C)cc1,9%,?,-4%,-9%,.,-6,138%[activator]
Cc1cc(-c2ccccc2)n(-c2ccccc2)n1,2%,-8%,23%,?,-11%,-5,-10%
CC1CC(Nc2cccc(O)c2)=CC(=O)O1 (stereo not drawn),-10%,-4%,-2%,27%,-3%,2,-20%
N=c1c(S(=O)(=O)c2ccccc2)cc2c(=O)n3ccccc3nc2n1C1CCCC1,6%,?,8%,-13%,2%,71,-1%
COc1ccc(N(CC(=O)N2CCN(c3ccccc3)CC2)S(=O)(=O)c2c(C)nn(C)c2C)cc1,1%,3%,.,-2%,.,-1,.
CC(=O)Nc1ccc(NC(=O)CSc2nnc(NC(=O)c3cccc(F)c3)s2)cc1,-10%,-12%,11%,-10%,-7%,-39,-47%
Cc1ccc(CCN2CCN=C2N(C)C)cc1,-3%,3%,-8%,1%,-7%,-14,4%

# Some of these compounds in order of number of heavy atoms, largest number first.
SMILES,Tb PYK inh,AmpC inh detg,AMA1 RON2 block,Sm TGR inh,LmPK inhibitor,HCMV antiviral,AmpC no deterg
COc1ccc(N(CC(=O)N2CCN(c3ccccc3)CC2)S(=O)(=O)c2c(C)nn(C)c2C)cc1,1%,3%,.,-2%,.,-1,.
COc1cc(C(=O)Nc2ccc(S(=O)(=O)N3CCOCC3)cc2)c([N+](=O)[O-])cc1OC,-3%,6%,-2%,0%,-7%,-26,-3%
COc1ccccc1N1CCN(S(=O)(=O)c2ccc3c(c2)CC(C)N3C(C)=O)CC1 (stereo not drawn),1%,2%,0%,10%,11%,?,140%[activator]
COc1ccc(Cc2nnc(N/N=C/c3ccc(O)cc3O)[nH]c2=O)cc1OC,-1%,5%,-29%,8%,1%,10,-13%
CCOC(=O)C1=CCN(S(=O)(=O)c2ccc(Cl)cc2)C1c1ccc(C)cc1 (stereo not drawn),2%,.,12%,.,.,-33,.
Cc1cc(Cl)ccc1OCC(=O)NNC(=O)C1CSC2(C)CCC(=O)N12 (stereo not drawn),-7%,-22%,140%[activator],8%,.,3,-14%
O=C(NCC(=O)N1CCN(c2ncccn2)CC1)c1ccccc1F,-1%,.,-7%,.,.,22,-16%
COc1cccc(/C=N/NC(=O)C(=O)N2CCCCCC2)c1OC,4%,0%,-4%,0%,-11%,8,-13%
O=c1[nH]c(-c2ccc(Cl)cc2)nc2c1cnn2-c1ccccc1,.,2%,.,1%,-4%,.,-2%
Cn1c(SCc2ccc(Br)cc2)nnc1-c1ccccn1,-5%,1%,1%,-1%,-6%,-31,3%
CC(C)Oc1ccc(OCCNC2CCCC2)cc1,-5%,-5%,-17%,-27%,-4%,11,-14%
c1ccc(-c2nnsc2Sc2ccccn2)cc1,-1%,9%,41%[activator],-8%,12%,-30,-30%
Cc1ccc(CCN2CCN=C2N(C)C)cc1,-3%,3%,-8%,1%,-7%,-14,4%
